Compound activity as filed in PubChem.
UTI89 phage lysis = inhibition of K1F phage lysis, E. coli UTI89, bacterial capsule biogenesis inhibitors, alamar blue (AID 488966) | one-dose inhibition, % at 100 µM; IC50 in µM for titrated hits | 340,000 compounds, 0.02% hits | E. coli UTI89 K1F phage lysis, alamar blue, 2 h; higher % means a stronger effect;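 active means phage lysis inhibition, versus mean bacterial control, above a set limit; inconclusive means no clear call, values can overlap the other calls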;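 further: capsule biogenesis inhibitors block K1F phage lysis so surviving cells raise fluorescence; higher fluorescence means more inhibition of phage lysis; actives were called in the ten point dose series up to 300 µM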
RSV antiviral HEp-2 = RSV antiviral activity via CPE protection, HEp-2 cells, primary 10 µM value included (AID 2391). CPE inhibition, % at 10 µM, or IC50 in µM where a hit was titrated. HEp-2 cells, RSV-induced CPE inhibition; higher % means a stronger effect. 310,000 compounds, 0.13% hits; in the data active means a potency from the dose series; inconclusive means CPE inhibition mostly from about 23% at the one dose, without a potency; inactive means the rest, 99 in 100 with CPE inhibition below about 21%; further: strong numbers were not always called active
SV40 large T antigen = SV40 large T antigen inhibitors, biochemical (AID 1903); SV40 large T antigen ATPase/helicase inhibition assay; higher % means a stronger effect; inhibition, % at 20 µM; hits with a dose series show IC50 in µM; 310,000 compounds, 0.39% hits; in the data active means a potency from the dose series; inconclusive means inhibition mostly from about 32% at the one dose, without a potency; inactive means the rest, 99 in 100 with inhibition below about 32%; further: strong numbers were not always called active
NS5 inhibitors = flavivirus cap methylation enzyme inhibition – biochemical, confirmation dose response, primary screen (AID 588689) | inhibition, % at 25 µM, or IC50 in µM where a hit was titrated | 340,000 compounds, 0.3% hits | Dengue-2 NS5 methyltransferase capping enzyme assay, biochemical; higher % means a stronger effect; in the data active means a potency from the dose series; inconclusive means inhibition above about 29% without an active follow-up result
T cell modulator = T cell immune modulation candidate | calls only at 7 µM | AID 2052 | 330,000 compounds, 0.068% hits | 2C CD8+ T cell-vesicle binding, flow cytometry; stronger effect = lower value;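 active means response, share of CD8 T cells binding vesicles, and their 90th percentile fluorescence all below set limits, cut at about 80% in these data, passing the limit was not always enough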
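Also added: QL9-peptide-loaded Drosophila micro-vesicles bearing Ld, ICAM-1 and B7-1; Test system: purified 2C TCR transgenic mouse naive CD8+ T cells; Measured by: cytometric PE anti-B7-1 and Alexa647 anti-CD8 signals after 1% paraformaldehyde fixation; Timing: binding step 1.5 h, 37 °C, antibody labelling 20 min, ice.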
West Nile virus CPE = West Nile virus antiviral activity, cell-based, CPE readout (AID 1621) | West Nile virus-infected cells, CPE inhibition; higher % means a stronger effect | CPE inhibition, % at 10 µM, or IC50 in µM where a hit was titrated | 290,000 compounds, 0.02% hits; in the data active means a potency from the dose series; inconclusive means CPE inhibition mostly from about 3.7% at the one dose, without a potency; inactive means the rest, 99 in 100 with CPE inhibition below about 2.2%; further: strong numbers were not always called active
NTR1 agonist = NTR1-driven beta-arrestin-GFP spot formation – imaging, U2OS cells, high content, primary screen (AID 493036) | P30989 | agonist mode | activation, % at 20 µM | 330,000 compounds, 0.17% hits;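 active means activation at or above 40% of the spot to cytoplasm intensity ratio, with at least 20 cells analyzed; inconclusive means wells under 20 cells, flagged as cytotoxic or low count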;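 further: 0% = DMSO without peptide and 100% = 100 nM NTR1 peptide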
Target sequence (P30989 whole entry, looked up): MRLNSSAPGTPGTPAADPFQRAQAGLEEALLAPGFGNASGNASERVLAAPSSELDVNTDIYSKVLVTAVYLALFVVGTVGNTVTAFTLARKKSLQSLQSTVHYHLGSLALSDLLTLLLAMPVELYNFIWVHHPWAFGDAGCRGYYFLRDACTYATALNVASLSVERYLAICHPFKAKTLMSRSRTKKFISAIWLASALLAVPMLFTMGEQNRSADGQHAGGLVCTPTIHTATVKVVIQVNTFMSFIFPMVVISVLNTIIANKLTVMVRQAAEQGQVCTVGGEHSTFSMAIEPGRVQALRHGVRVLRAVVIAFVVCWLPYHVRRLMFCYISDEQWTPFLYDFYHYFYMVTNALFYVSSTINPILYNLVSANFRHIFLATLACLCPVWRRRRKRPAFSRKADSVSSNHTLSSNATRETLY
PhoP inhibition = PhoP-dependent GFP reporter repression – Salmonella Typhimurium, primary screen (AID 1863) | S. Typhimurium PhoP-regulated promoter GFP reporter, 4 h; higher % means a stronger effect | one-dose inhibition, % at 50 µM; IC50 in µM for titrated hits | 300,000 compounds, 0.16% hits;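 active means inhibition over 29.93%, a cutoff 3 SD above the screen mean, later confirmed by dose response; inconclusive means inhibition over 29.93% but no dose response follow-up; inactive means inhibition at most 29.93% or unconfirmed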;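 further: 0% = low Mg2+ inducing control and 100% = high Mg2+ repressing control; strong numbers were not always called active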
Rac1 GTP hydrolysis = MgcRacGAP GTPase-activating activity inhibitors, confirmation, biochemical, ADP Hunter fluorescence | inhibition, % at 30 µM, or IC50 in µM where a hit was titrated | AID 624330 | 340,000 compounds, 0.6% hits | MgcRacGAP-stimulated Rac1 GTP hydrolysis, ADP Hunter fluorescence; higher % means a stronger effect; GST-tagged Rac1 F28L mutant substrate;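 active means first-screen hits whose inhibition reached a set limit at any dose in the follow-up dose series; inconclusive means inhibition above the set first-screen limit but never retested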;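 further: fluorescence reports GDP produced by GAP-driven GTP hydrolysis; strong numbers were not always called active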
T cell modulator vesicle-bound % = further read-out of T cell modulator, marked with its call; double positive events, %; measured here: CD8+ vesicle-bound cell fraction;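 binding gate set so that unloaded-vesicle control wells show 10% double positive cells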
NTR1 agonist cell count 20 µM = further read-out of NTR1 agonist, marked with its call; cell count; measured here: cell count, cytotoxicity flag
Active calls of the source: *; i = inactive; ? = inconclusive; / = not tested or not shown; [ ] = remark or other dose. Compounds were not picked by outcome; overall some 1.5% were active at least once.

SMILES | UTI89 phage lysis | RSV antiviral HEp-2 | SV40 large T antigen | NS5 inhibitors | T cell modulator | T cell modulator vesicle-bound % | West Nile virus CPE | NTR1 agonist | NTR1 agonist cell count 20 µM | PhoP inhibition | Rac1 GTP hydrolysis
Cc1cccc(N(Cc2ccccc2)C(=O)c2cc(S(=O)(=O)N3CCOCC3)ccc2Cl)c1 | -0.4%[50 µM] | 8.0% | 11.2% | 0.7% | i | 26.1 | / | 0.4 | 55 | 7.6% | 1.8%
CCN(CC)C(=O)c1ccc2nc3ccccc3nc2c1 | -0.1% | 14.1% | 0.1% | -0.9% | i | 32.3 | -1.3% | -2.0 | 86 | 3.5% | 3.4%
OC1(c2ccccc2)CCN(Cc2ccccc2)C2CCCCC21 (stereo not given) | 3.8% | -0.1% | 0.1% | 2.2% | i | 49.4 | -0.9% | 0.0 | 39 | -2.0% | -0.7%
COC(=O)CON1C(=O)c2ccccc2C1=O | 4.9% | -0.3% | 19.3% | -2.4% | i | 24.7 | -0.2% | -0.5 | 42 | -10.1% | 3.1%
COc1ccc2[nH]c3c(c2c1)CCN1C(=O)N([C@@H](C)C(=O)NCc2ccc(F)cc2)C(=O)[C@]31C | 1.6% | 0.4% | -3.2% | -6.5% | i | 37.5 | -0.5% | 0.6 | 84 | 6.0% | 12.8%
CC(Oc1ccc(Cl)cc1Cl)C(=O)NNC(=O)[C@@H]1CCCC[C@@H]1C(=O)O (stereo not given in full) | 1.2%[50 µM] | 0.7% | 5.0% | -3.9% | i | 24.8 | 0.5% | -0.6 | 94 | -1.4% | 10.8%
Cc1occc1-c1nnc(SCC(=O)Nc2ccccc2-c2ccccc2)n1C | 2.4% | 1.6% | 9.9% | -3.2% | i | 46.1 | -0.1% | 1.3 | 59 | -3.2% | 11.4%
COc1cc(OC)cc(C(=O)N[C@H](C(=O)OCC(=O)Nc2cccc(F)c2)C(C)C)c1 | -1.0%[50 µM] | 3.0% | 8.8% | -0.6% | i | 31.0 | 0.5% | 5.7 | 72 | -1.8% | 3.4%
Cc1ccc(C)c(S(=O)(=O)N2CCN(C(=O)c3ccc(N4CCCC4)c([N+](=O)[O-])c3)CC2)c1 | 1.4%[50 µM] | 8.4% | 11.4% | -9.1% | i | 12.8 | 1.2% | 1.4 | 58 | -1.9% | 7.7%
CN(C)c1ccc(-c2ccc3c(=O)c4ccccc4n(C)c3c2)cn1 | 1.2% | 7.7% | 18.9% | 10.6% | i | 22.6 | -0.8% | 6.3 | 82 | / | 11.8%
CN1C(=O)NC(c2ccccc2[N+](=O)[O-])C2=C1CC(C)(C)CC2=O (stereo not given) | 0.0%[50 µM] | 1.5% | 4.7% | 0.7% | i | 27.5 | 0.4% | -0.6 | 94 | 0.9% | 6.4%
CCN(CC)CCN(C(=O)Cn1nnc(-c2ccc(OC)c(OC)c2)n1)C(C(=O)NC1CCCC1)c1ccc(F)cc1 (stereo not given) | 2.4% | -0.6% | -0.1% | -1.4% | i | 28.6 | ? | 0.2 | 45 | 0.7% | 4.5%
CC(C)C(=O)NCCCc1ccccc1 | 0.4% | 0.4% | 3.0% | 1.4% | i | 18.4 | 0.1% | -1.3 | 62 | 11.3% | 8.9%
O=C(NCCN1CCN(c2ccccc2)CC1)c1ccc(NC(=O)C2CCCO2)cc1 (stereo not given) | 0.9% | 0.7% | 14.6% | 4.0% | i | 27.6 | -0.7% | 0.3 | 66 | 1.5% | 6.6%
O=C(NCCN1C(=O)C2C3C=CC(C3)C2C1=O)NCc1ccccc1 (stereo not given) | 4.0% | -0.3% | 4.8% | 5.8% | i | 64.4 | -0.5% | 3.2 | 77 | -2.2% | 3.3%
Cc1cccc(CCNC(=O)c2cccc(N3CCCC3=O)c2)c1 | 0.3% | 3.7% | 6.5% | 1.4% | i | 26.8 | -0.2% | 0.1 | 65 | -1.8% | 5.5%
CCc1ccc(C(=O)NNC(=O)Cn2c(=O)cnc3ccccc32)cc1 | 0.7%[50 µM] | 3.2% | / | -7.3% | i | 30.5 | / | 0.4 | 59 | / | -0.3%
O=C(C1CCCN1S(=O)(=O)c1ccc(Cl)cc1)N1CCN(c2ccccc2)CC1 (stereo not given) | 0.5% | / | / | 3.2% | i | 22.2 | / | 0.0 | 49 | / | -1.9%
Cc1ccc(OCC(=O)c2cc(C)n(CC(F)(F)F)c2C)c([N+](=O)[O-])n1 | 0.5% | 4.7% | 7.2% | -9.3% | i | 26.2 | -0.5% | 2.9 | 32 | -0.7% | -0.7%
O=C(c1ccc(N2CCN(C(=O)c3ccc(F)c(F)c3)CC2)cc1)c1cccc(F)c1 | -0.1%[50 µM] | 4.5% | 6.3% | -8.4% | i | 11.9 | 0.1% | 0.4 | 70 | 11.9% | 3.4%
CC(C)(C)OC(=O)C[C@H]1C/C=C\C[C@@H](CC(=O)N(CCO)Cc2ccccc2)C(=O)N[C@@H](c2ccccc2)COC1=O | 0.7% | / | / | -2.4% | i | 56.6 | / | 7.3 | 56 | / | 2.7%
CCc1cccc2c(C(=O)Cn3nnc(-c4ccc(OC)c(OC)c4)n3)c[nH]c12 | 0.5% | 15.9% | 11.6% | -2.8% | i | 22.2 | / | 2.2 | 57 | 10.2% | 2.8%
COc1coc(C(O)CN)cc1=O (stereo not given) | 0.2% | 0.0% | 2.6% | -0.9% | i | 39.6 | 1.0% | -0.6 | 69 | 3.9% | 6.0%
CC(=O)NC(CC(=O)Nc1nc(-c2ccccc2)c(C(C)=O)s1)c1ccccc1 (stereo not given) | 0.3% | 3.0% | 3.6% | -18.7% | i | 30.9 | -0.5% | -1.2 | 57 | 8.3% | 6.3%
CCCn1c(SCC(=O)C(C)(C)C)nc2ccccc21 | 0.1% | 0.6% | 6.8% | -6.2% | i | 53.6 | 0.1% | 1.4 | 81 | 1.8% | 11.8%
CCOc1ccccc1NC(=O)CN1CCC(NC(=O)Nc2ccccc2)CC1 | -0.1% | 12.4% | 6.3% | -3.3% | i | 12.9 | -0.7% | 3.0 | 53 | 2.1% | 9.2%
O=C(Nc1ccc2c(c1)OCO2)c1cccc(S(=O)(=O)N2CCOCC2)c1 | 1.1%[50 µM] | 3.2% | 15.2% | 11.2% | i | 29.9 | -0.3% | -1.1 | 56 | -0.5% | 7.0%
CC1CCCN(c2cc(N(C)CCO)c([N+](=O)[O-])c3nonc23)C1 (stereo not given) | 0.6% | -1.4% | 13.6% | -1.5% | i | 25.8 | -0.4% | 3.6 | 61 | 4.0% | -4.3%
CC1CCN(S(=O)(=O)c2ccc(NC(=O)CCN3C(=O)C4CC=CCC4C3=O)cc2)CC1 (stereo not given) | 0.3%[50 µM] | 1.9% | / | -5.2% | i | 24.4 | / | 0.5 | 69 | / | 3.1%
O=C(O)CCC(=O)Nc1ccc(Cc2ccc(NC(=O)CCC(=O)O)c(O)c2)cc1O | -0.1% | 2.1% | 16.5% | 7.2% | i | 9.2 | 0.4% | 2.9 | 94 | -3.9% | 7.0%

Reprinted from the part before: 3 entries, then new ones.
SMILES | UTI89 phage lysis | RSV antiviral HEp-2 | SV40 large T antigen | NS5 inhibitors | T cell modulator | T cell modulator vesicle-bound % | West Nile virus CPE | NTR1 agonist | NTR1 agonist cell count 20 µM | PhoP inhibition | Rac1 GTP hydrolysis
CC1CCCN(c2cc(N(C)CCO)c([N+](=O)[O-])c3nonc23)C1 (stereo not given) | 0.6% | -1.4% | 13.6% | -1.5% | i | 25.8 | -0.4% | 3.6 | 61 | 4.0% | -4.3%
CC1CCN(S(=O)(=O)c2ccc(NC(=O)CCN3C(=O)C4CC=CCC4C3=O)cc2)CC1 (stereo not given) | 0.3%[50 µM] | 1.9% | / | -5.2% | i | 24.4 | / | 0.5 | 69 | / | 3.1%
O=C(O)CCC(=O)Nc1ccc(Cc2ccc(NC(=O)CCC(=O)O)c(O)c2)cc1O | -0.1% | 2.1% | 16.5% | 7.2% | i | 9.2 | 0.4% | 2.9 | 94 | -3.9% | 7.0%
CCC1(c2ccccc2)NC(=O)N(CC(=O)N2CCN(S(=O)(=O)c3ccccc3)CC2)C1=O (stereo not given) | 1.1% | 0.1% | 5.0% | -5.8% | i | 14.8 | 0.2% | -1.7 | 64 | -5.3% | 3.7%
COc1cccc(CNC(=O)Cn2cccc2)c1 | 3.6% | 0.6% | 10.7% | -0.8% | i | 29.2 | / | 0.4 | 52 | 13.5% | 3.2%
CCOC(=O)N1CCC(NC(=S)Nc2ccc3nc(N4CCN(C)CC4)cc(C)c3c2)CC1 | 0.9%[50 µM] | -1.9% | 20.0% | -11.1% | i | 17.6 | ? | 0.1 | 45 | 0.5% | 10.8%
CCOC(=O)c1c(NC(=O)CSc2nnc(-c3ccco3)o2)sc(C)c1C | 0.1% | 0.1% | 4.7% | -1.3% | i | 45.8 | 0.5% | 7.1 | 69 | -5.6% | 6.1%
CC(C)N(Cc1cc2ccccc2[nH]c1=O)C(=O)c1cccnc1 | 0.5% | -0.5% | 4.5% | -7.2% | i | 19.5 | 0.2% | -0.7 | 36 | -7.8% | 15.0%
NC1=NC(=O)C(Cc2ccc(OC(F)(F)F)cc2)S1 (stereo not given) | 0.1% | 2.6% | 8.0% | -6.6% | i | 49.4 | -1.1% | -1.0 | 43 | 3.4% | 9.2%
NC(=S)NNc1cccc(Cl)c1 | 0.9% | 1.0% | 34.8% | 9.5% | i | 58.5 | 0.4% | 2.3 | 43 | -3.6% | 3.6%
COc1ccc(-c2nnn(CC(=O)N(CCCO)C(C(=O)NC3CCCC3)c3ccc(F)cc3)n2)cc1 (stereo not given) | 7.0% | 1.2% | / | 3.6% | i | 52.2 | -1.2% | 0.3 | 87 | / | 4.2%
Cc1ccc(-c2nn3c(C)nnc3s2)cc1NC(=O)C(C)C | 5.2% | -0.2% | 1.2% | 0.7% | i | 63.0 | -0.5% | -0.4 | 53 | -5.9% | -0.6%
O=C(NCc1ccccn1)C1(C(F)(F)F)C/C(=C\CCO)CCCO1 (stereo not given) | 3.2% | 0.4% | 20.4% | -2.4% | i | 15.5 | 0.6% | -0.3 | 87 | 11.9% | 4.8%
